# UDG counter: counter-screen for AID inhibitors: uracil-DNA glycosylase inhibition; FRET deamination/UDG coupled assay, UDG read, 4 h; Potency, µM (top dose mostly 115 µM), for the others: at the top dose activity change, negative = inhibition, actives largely listed as inhibitors; actives 0.14% (n = 91,000); AID 1347430; further: nearly all actives have a fitted effect of over 65% in size
# AID inh: blocks human AID cytidine deaminase activity; Q9GZX7; AID deamination FRET fluorescence, UDG-coupled, 4 h; Potency, µM (titrated, usually from 115 µM), inactives show at the top dose activity change, negative = inhibition, usual class: inhibitors; actives 0.32% (n = 91,000); AID 1347428; further: nearly all actives have a fitted effect of over 25% in size
# Target sequence (Q9GZX7 whole entry, looked up): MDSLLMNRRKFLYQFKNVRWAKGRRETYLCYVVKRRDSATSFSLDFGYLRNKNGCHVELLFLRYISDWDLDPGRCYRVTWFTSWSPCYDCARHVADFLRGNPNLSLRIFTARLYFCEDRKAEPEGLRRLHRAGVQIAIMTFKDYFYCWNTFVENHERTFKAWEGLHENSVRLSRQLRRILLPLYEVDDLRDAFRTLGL
# * marks the source's active call; other numbers are inactive results; ? = inconclusive; [ ] = dose if it differs, or a comment. The call rests on the fitted dose curve; in most records, active means well fitted curve in the direction sought with a large enough effect; inconclusive means small, poorly fitted or top-dose-only effect, or another doubt; inactive means no such curve, though single readings can be large; an effect the other way counts as inactive or inconclusive. On the % scale 0 is the no-effect control and ±100 the full control effect; potency means the concentration at half of the fitted maximal effect. This is a subset. The share of hits here may be higher or lower than overall.
COc1c(C)cccc1C(=O)Nc1ccc(Cl)c(-c2nc3cc(C)ccc3o2)c1
  UDG counter: -9%
  AID inh: 4%
Cc1ccc(C(=O)Nc2ccc3c(c2)N(C)C(=O)c2ccccc2S3)cc1
  UDG counter: -3%
  AID inh: ?
O=C(CCSc1ccccc1Cl)OCC(=O)c1ccc(C2CCCCC2)cc1
  UDG counter: -2%
  AID inh: -12%
CCCNC(=O)NC(=O)CN(CCC1CCCCC1)CC(N)=O
  UDG counter: 0%
  AID inh: -7%
CC(C)Oc1ccc(C(=O)N(Cc2ccco2)Cc2cccs2)cc1
  UDG counter: -6%[57.5 µM]
  AID inh: ?
COCCCNC(=O)c1ccccc1-c1ncc(-c2ccccc2F)o1
  UDG counter: -4%
  AID inh: -3%
CC(C)(C)C1CCc2c(sc(NC(=O)Cn3nnc(-c4ccccc4F)n3)c2C#N)C1 (centres undefined)
  UDG counter: -19%
  AID inh: -8%
NCC1OC(O[C@H]2[C@H](O)[C@@H](OC3C(O)C(N)CC(N)C3OC3OC(CO)C(O)C(O)C3N)O[C@@H]2CO)C(N)C(O)C1O (some centres undefined)
  UDG counter: -2%
  AID inh: 7%
Cc1cc(C)c(NC(=O)CSc2nc(C)cc(C)c2C#N)c(C)c1
  UDG counter: 0%
  AID inh: -9%
CC1CCCN(CC(=O)NCCC2=CCCCC2)C1 (centres undefined)
  UDG counter: -6%
  AID inh: -6%
COc1ccc(/C=C2\Oc3cc(OS(=O)(=O)c4ccccc4)ccc3C2=O)c(OC)c1
  UDG counter: -2%
  AID inh: -3%
c1ccc(CNCCCN2CCCCC2)nc1
  UDG counter: -3%
  AID inh: 63%[activator]
CC(Cl)C(=O)NC(C)C1CC2CCC1C2 (centres undefined)
  UDG counter: 0%
  AID inh: 0%
Cc1ccc(NC(=O)CCc2c(C)[nH]n(-c3ccc(F)cc3)c2=O)cc1F
  UDG counter: -8%
  AID inh: -4%
Cc1cccc2c(=O)n(CC(=O)Nc3ccc4oc(C(C)(C)C)nc4c3)cnc12
  UDG counter: -1%
  AID inh: -8%
Cc1nc2c(C(=O)NCCCN(CC(C)C)CC(C)C)cnn2c(C)c1Cc1c(F)cccc1Cl
  UDG counter: -4%
  AID inh: -18%
COc1ccc(CCC(=O)NCc2nc3cccnc3n2Cc2ccc(F)cc2)cc1
  UDG counter: -2%
  AID inh: -9%
O=c1c2cccnc2n(Cc2ccccc2F)c(=O)n1Cc1ccccc1Cl
  UDG counter: 22%
  AID inh: 8%
O=c1c2oc3ccccc3c2n(Cc2ccc(Cl)cc2)c(=O)n1Cc1ccccc1
  UDG counter: 5%
  AID inh: 2%
COc1ccc(-c2nc(C)c(C(=O)NCc3ccccc3OC)s2)cc1
  UDG counter: 1%
  AID inh: -5%
CC(C)CC(=O)NC(NC(=O)CC(C)C)c1ccccc1
  UDG counter: -7%
  AID inh: 0%
Cc1ccc(CN2CCc3nc(N4CCN(C)CC4)ncc3C2)s1
  UDG counter: 4%
  AID inh: 193%[activator]
COc1cc(Nc2ncc3c(n2)CCN(Cc2ccc(OC(C)C)c(OC)c2)C3)cc(OC)c1
  UDG counter: ?
  AID inh: -20%
O=c1oc2ccccc2cc1-c1nnc(Nc2cccc3ccccc23)s1
  UDG counter: 8%
  AID inh: 2%
COc1cccc(-c2nc(SCC(=O)NCC3CCCO3)c(-c3ccc(Cl)cc3)[nH]2)c1 (centres undefined)
  UDG counter: -13%
  AID inh: ?

# Record cards, as listed above:
# Cc1ccc(C(=O)Nc2ccc3c(c2)N(C)C(=O)c2ccccc2S3)cc1 across the screens: UDG counter: -3%; AID inh: ?
# COc1ccc(/C=C2\Oc3cc(OS(=O)(=O)c4ccccc4)ccc3C2=O)c(OC)c1 across the screens: UDG counter: -2%; AID inh: -3%

# More structures:
Cc1cc(C)c(NC(=O)Cn2c(=O)c3cccn3c3ccccc32)c(C)c1
  UDG counter: 0%[57.5 µM]
  AID inh: 5%
CCOC(=O)CCN(CC1CC1)C(=O)Cc1cccs1
  UDG counter: -8%
  AID inh: -6%
CCOc1ccc(S(=O)(=O)NCc2ccc3c(c2)CCN3C(=O)c2ccc(C)cc2)cc1
  UDG counter: -2%[57.5 µM]
  AID inh: 13%
Cc1nc(-c2ccc(CNC(=O)c3nccnc3N)s2)cs1
  UDG counter: 0%
  AID inh: -8%
CCC(C)NC(=O)CSc1nc2cc3c(cc2c(=O)n1CCCCCC(=O)NCc1ccc(OC)cc1)OCO3 (centres undefined)
  UDG counter: -2%
  AID inh: 12%
Cc1cc(SCc2cc(Cl)c3c(c2)OCCCO3)nc(C)n1
  UDG counter: -16%
  AID inh: -16%
O=S(CCN1CCc2ccccc2C1)c1ccccc1 (centres undefined)
  UDG counter: -3%
  AID inh: -11%
N#Cc1ccnc(Sc2ccc(Cl)cc2)c1
  UDG counter: -5%
  AID inh: 0%
Cc1ccc(-n2cnc3cc(C(=O)NC4CCCCCC4)ccc32)cc1Cl
  UDG counter: -3%
  AID inh: 3%
Cc1cc2c(cc1NC(=O)c1ccccc1C)n(C)c(=O)c(=O)n2C
  UDG counter: ?
  AID inh: 21%
Cc1ccc(Cn2c(CNC(=O)Cc3cccc(C)c3)nc3cccnc32)cc1
  UDG counter: 8%
  AID inh: 0%
CCCCCCCCCCCCS(=O)(=O)CC(C)C(N)=O (centres undefined)
  UDG counter: -5%
  AID inh: -8%
Cc1ccc(Cl)cc1NC(=O)Nc1c(C)n(C)n(-c2ccccc2)c1=O
  UDG counter: -13%
  AID inh: -1%
CCOC(=O)c1c(NC(=O)c2nc(SCC)ncc2Cl)sc2c1CCCC2
  UDG counter: -6%
  AID inh: 13%
Cc1nn(-c2nc3ccccc3o2)c2c1C(c1ccc(C#N)cc1)CC(=O)N2 (centres undefined)
  UDG counter: -5%
  AID inh: -3%
COc1cccc(-c2csc(-c3c(N)c(C(=O)c4ccccc4)n4ccccc34)n2)c1
  UDG counter: -10%
  AID inh: -15%
Cc1ccc(NC(=O)Cn2c(=O)n(Cc3nc(C)no3)c(=O)c3cc4c(cc32)OCO4)c(Cl)c1
  UDG counter: 1%
  AID inh: 9%
NC(=O)c1cc(Cl)ccc1OCc1ccc(OC(F)(F)F)cc1
  UDG counter: -9%
  AID inh: -11%
CC(NC(=O)c1ccc2c(c1)OCC(=O)N2)c1cccs1 (centres undefined)
  UDG counter: 4%
  AID inh: 3%
COc1ccccc1CNC(=O)c1cc2sccc2n1Cc1ccc(F)cc1
  UDG counter: -14%
  AID inh: 101%[activator]
Cc1cccc(NC(=O)c2cc3c([nH]c2=O)CC(c2ccccc2)CC3=O)c1 (centres undefined)
  UDG counter: 3%
  AID inh: -13%
CCCCC(NC(=O)Cc1ccccc1)C(=O)O (centres undefined)
  UDG counter: -2%
  AID inh: 2%
Cc1ccc(C(=O)C(C#N)C(=O)Nc2ccccc2C)s1 (centres undefined)
  UDG counter: 8%
  AID inh: -4%
O=C(CC1CCCCC1)Nc1cc(C(F)(F)F)ccc1Cl
  UDG counter: -1%
  AID inh: 0%
CC(Sc1ncccn1)C(=O)NC(c1ccccc1)c1ccccc1 (centres undefined)
  UDG counter: -3%
  AID inh: 0%

# Another view of three compounds above:
compound,UDG counter,AID inh
Cc1nn(-c2nc3ccccc3o2)c2c1C(c1ccc(C#N)cc1)CC(=O)N2 (centres undefined),-5%,-3%
COc1ccccc1CNC(=O)c1cc2sccc2n1Cc1ccc(F)cc1,-14%,101%[activator]
O=S(CCN1CCc2ccccc2C1)c1ccccc1 (centres undefined),-3%,-11%

# Gathered by group: those above with a furan ring, fused or not
CC(C)Oc1ccc(C(=O)N(Cc2ccco2)Cc2cccs2)cc1
  UDG counter: -6%[57.5 µM]
  AID inh: ?
O=c1c2oc3ccccc3c2n(Cc2ccc(Cl)cc2)c(=O)n1Cc1ccccc1
  UDG counter: 5%
  AID inh: 2%

# The list continues.
CCOC(=O)C(C)Sc1ccc2nnc(CCNS(=O)(=O)c3ccccc3)n2n1 (centres undefined)
  UDG counter: -13%
  AID inh: -1%
COc1ccc(Cn2c(CCC(=O)Nc3cc(OC)c(OC)c(OC)c3)nc3cccnc32)cc1
  UDG counter: 4%
  AID inh: 39%[activator]
O=C(OCC(=O)c1ccccc1Cl)c1ccc(OCc2ccccc2)cc1
  UDG counter: 1%
  AID inh: 5%
CCCc1ccc(NC(=O)c2nccnc2N)cc1
  UDG counter: -4%
  AID inh: -7%
Nc1c(C(=O)Nc2cccc(Cl)c2)sc2nc3c(cc12)CN(Cc1ccccc1)CC3
  UDG counter: ?
  AID inh: 40%[activator]
CC(C)Cn1c(SCC(=O)NCc2ccccc2Cl)nc2ncccc2c1=O
  UDG counter: -1%
  AID inh: -14%
Cc1ccc(C(=O)OCC(=O)c2cc(C)n(Cc3ccco3)c2C)s1
  UDG counter: 3%
  AID inh: -10%
O=C(NC12CC3CC(CC(C3)C1)C2)C1CCCc2ccccc21 (centres undefined)
  UDG counter: 0%
  AID inh: -2%
COc1ccc(Nc2nnc(-c3ccc(C)c(S(=O)(=O)NCc4nc5ccccc5[nH]4)c3)c3ccccc23)cc1
  UDG counter: ?
  AID inh: -10%[57.5 µM]
CCOc1ccccc1OC(=O)c1ccccc1
  UDG counter: -1%
  AID inh: -2%
Cc1ccccc1Nc1c(-c2ccc(N3CCOCC3)cc2)nc2ccc(Cl)cn12
  UDG counter: -22%
  AID inh: ?
CNCCC=C1c2ccccc2CCc2ccccc21
  UDG counter: 1%
  AID inh: -15%
O=C(Cc1ccc(Cl)cc1)NCC(c1cccs1)S(=O)(=O)c1ccc(Cl)cc1 (centres undefined)
  UDG counter: -8%
  AID inh: -24%
CCN1C(=O)c2ccccc2S(=O)c2ccc(C(=O)N3CCN(c4ccccc4)CC3)cc21 (centres undefined)
  UDG counter: -9%
  AID inh: -23%
CCC(CC)C(=O)Nc1ccc2nc(SCC(=O)N3CCCC3)sc2c1
  UDG counter: -5%[57.5 µM]
  AID inh: 29%
COc1ccccc1OCC(=O)NC1CC(=O)N(c2ccc3c(c2)OCCO3)C1 (centres undefined)
  UDG counter: -10%
  AID inh: 16%
CCc1ccc(NC(=O)CN2CCN(Cc3ccccc3)S2(=O)=O)cc1
  UDG counter: 0%
  AID inh: -5%
Cc1ccccc1Nc1c(-c2ccncc2)nc2ccc(Cl)cn12
  UDG counter: -12%
  AID inh: -21%
Cc1ccc(/C=N/NC(=O)C2CC2)o1
  UDG counter: 2%
  AID inh: 8%
Cc1cc2n(n1)CCC(=O)N2Cc1ccc(C(=O)Nc2ccc(Br)c(C)c2)cc1
  UDG counter: 0%
  AID inh: -7%
CCc1c(C(=O)Nc2ccc(OC)cc2OC)csc1C
  UDG counter: -5%
  AID inh: 1%
COC(=O)CC(NC(=O)Cc1ccccc1Cl)c1cccs1 (centres undefined)
  UDG counter: -1%
  AID inh: -3%
CCOc1ccc(-n2nc(CO)c(C(=O)NCc3ccccn3)n2)cc1
  UDG counter: 1%[57.5 µM]
  AID inh: 4%
COc1ccc(-c2nc3c(C(C)(C)C)cc(C(C)(C)C)c(O)c3o2)cc1OC
  UDG counter: -15%
  AID inh: -4%
Cc1cc(SCc2ccc(Cl)c(Cl)c2)nc2ccc(F)cc12
  UDG counter: -6%
  AID inh: -5%

Cc1ccc(C(=O)NC2C3CC4CC(C3)CC2C4)c(Cl)c1 (centres undefined)
  UDG counter: -9%
  AID inh: -14%
O=C(NCc1ccccc1)C1CCN(S(=O)(=O)Cc2ccccc2)CC1
  UDG counter: 10%
  AID inh: 30%[activator]
CCOc1ccc2c(c1)cc(C(=O)NCCOc1ccc(Cl)cc1)n2C
  UDG counter: -3%
  AID inh: -5%
CNC(=O)N/C=C(/C#N)C(=O)OC
  UDG counter: 11%
  AID inh: 6%
Cn1nc(C(=O)NC2CCS(=O)(=O)C2)c2ccccc2c1=O (centres undefined)
  UDG counter: -4%
  AID inh: -8%
COCCNC(=O)CSc1nc(-c2ccccc2)[nH]c1-c1ccc(C)cc1
  UDG counter: -29%
  AID inh: 5%
COc1cccc2c(C)cc3nnc(SCC(=O)Nc4ccc(C)cc4)n3c12
  UDG counter: -2%
  AID inh: -17%
COc1ccc(-n2c(=O)c3ccccc3n(Cc3ccccc3Cl)c2=O)cc1
  UDG counter: 3%
  AID inh: 26%
CCOC(=O)C1=C(CN(CCOC)Cc2ccco2)NC(=O)NC1c1cccs1 (centres undefined)
  UDG counter: 12%
  AID inh: -6%
Brc1ccccc1/C=N/N(c1ccccc1)c1ccccc1
  UDG counter: 4%
  AID inh: 1%
Cn1c(=O)c2c(ncn2CC(=O)Nc2ccc(C34CC5CC(CC(C5)C3)C4)cc2)n(C)c1=O
  UDG counter: -4%
  AID inh: -20%
O=C(CSc1nnnn1C1CC1)N1CCN(S(=O)(=O)c2ccc3c(c2)CCC3)CC1
  UDG counter: 6%
  AID inh: -10%
COCCNC(=O)C(=O)Nc1ccc2nc3n(c(=O)c2c1)CCCCC3
  UDG counter: -7%[57.5 µM]
  AID inh: 4%
O=C(Cn1c(=O)n2nc(-c3cccc(F)c3)nc2c2ccccc21)N1CCN(c2ccc(F)cc2)CC1
  UDG counter: -21%[57.5 µM]
  AID inh: 6%
Cc1cc(NC(=S)NCCc2ccccc2)ccc1Br
  UDG counter: -1%
  AID inh: -12%
COc1cccc2cc(C(=O)OCC(=O)c3ccc(C)cc3)c(=O)oc12
  UDG counter: -3%
  AID inh: 21%
COC(=O)c1ccccc1NC(=O)CCCS(=O)(=O)c1nc(-c2ccccc2OC)cc(C(F)(F)F)n1
  UDG counter: -13%
  AID inh: -2%
CCCCCCn1c(SCCc2ccccc2)nc2c1c(=O)[nH]c(=O)n2C
  UDG counter: 3%
  AID inh: 7%
O=C(c1cc2cc(Br)cc(Br)c2oc1=O)N1CCc2ccccc2C1
  UDG counter: 3%
  AID inh: 12%
CCOc1cccc(CC(=O)NCc2ccc3c(c2)CCN3C(=O)c2cccc(C)c2)c1OCC
  UDG counter: -19%
  AID inh: ?
